Screening results from PubChem BioAssay.
PrPC TRFRET: reduces human prion protein on the cell surface; 370,000 compounds, 0.43% hits; cell surface PrPC, TR-FRET read-out; P04156; inhibition, % at 13.8 µM; in the data active means inhibition above about 24%; further: 0% = median of the test wells and 100% = reference compound wells
Mtb BioA inh: blocks M. tuberculosis BioA enzyme activity; purified M. tuberculosis BioA enzyme, plate reader; inhibition, % at 9.99 µM; 360,000 compounds, 0.096% hits; in the data active means inhibition above about 40%; inconclusive means no clear call, values can overlap the other calls
FBA Mtb inh: inhibits M. tuberculosis FBA enzyme; purified M. tuberculosis FBA, fluorescence read-out; inhibition, % at 1 µM; 360,000 compounds, 2.3% hits; AID 588726; in the data active means inhibition above about 27%;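 further: 0% = vehicle and 100% = reference inhibitor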
Target sequence (P9WQA3 whole entry, looked up): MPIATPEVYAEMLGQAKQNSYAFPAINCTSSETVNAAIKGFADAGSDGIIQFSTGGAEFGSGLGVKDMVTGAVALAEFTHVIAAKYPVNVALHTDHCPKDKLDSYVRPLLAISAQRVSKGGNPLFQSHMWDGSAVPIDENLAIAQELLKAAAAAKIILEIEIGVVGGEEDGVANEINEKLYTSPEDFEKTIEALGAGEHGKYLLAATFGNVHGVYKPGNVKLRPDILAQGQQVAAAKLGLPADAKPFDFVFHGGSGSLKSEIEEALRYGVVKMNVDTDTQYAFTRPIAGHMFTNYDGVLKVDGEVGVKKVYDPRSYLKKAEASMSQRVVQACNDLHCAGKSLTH
BoNT-F LC inh: blocks Botulinum neurotoxin F light chain protease; Multiplex microsphere protease cleavage assay, flow cytometry; inhibition, % at 10 µM; 360,000 compounds, 0.22% hits; in the data active means inhibition above about 35%, passing the limit was not always enough; inconclusive means no clear call, values can overlap the other calls; further: plate controls were buffer without enzyme for full effect and enzyme alone for no effect
BoNT-A LC inh2: blocks Botulinum neurotoxin A light chain protease; multiplex microsphere protease substrate cleavage, flow cytometry; inhibition, % at 10 µM; AID 588499; 360,000 compounds, 0.17% hits; in the data active means inhibition above about 30%; inconclusive means no clear call, values can overlap the other calls; further: plate controls were buffer without enzyme for full effect and enzyme alone for no effect
FadD28 FP inh: blocks FadD28 binding to the bisubstrate probe | fluorescence polarization | inhibition, % at 12.5 µM | 360,000 compounds, 0.22% hits; in the data active means inhibition above about 8.5%, passing the limit was not always enough; inconclusive means no clear call, values can overlap the other calls
CCHFV vOTU inh: blocks the CCHF virus ovarian tumor domain protease | 370,000 compounds, 0.55% hits | CCHFV vOTU protease, Pep-AMC fluorescence | inhibition, % at 11.5 µM; further: 0% = vehicle wells with enzyme and 100% = no enzyme wells
GDH-TPI counter: GDH-TPI coupled enzyme inhibition counter-screen. GDH-TPI coupled enzyme counterscreen, NADH absorbance. inhibition, % at 4.8 µM. 360,000 compounds, 1.2% hits;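 further: 0% = DMSO wells and 100% = wells lacking the enzyme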
Mtb UGM inh: blocks M. tuberculosis UGM enzyme; inhibition, % at 10 µM; 320,000 compounds, 0.06% hits; purified UGM, fluorescence polarization probe displacement; in the data active means inhibition above about 10%, passing the limit was not always enough; inconclusive means no clear call, values can overlap the other calls
Target sequence (P9WIQ1 whole entry, looked up): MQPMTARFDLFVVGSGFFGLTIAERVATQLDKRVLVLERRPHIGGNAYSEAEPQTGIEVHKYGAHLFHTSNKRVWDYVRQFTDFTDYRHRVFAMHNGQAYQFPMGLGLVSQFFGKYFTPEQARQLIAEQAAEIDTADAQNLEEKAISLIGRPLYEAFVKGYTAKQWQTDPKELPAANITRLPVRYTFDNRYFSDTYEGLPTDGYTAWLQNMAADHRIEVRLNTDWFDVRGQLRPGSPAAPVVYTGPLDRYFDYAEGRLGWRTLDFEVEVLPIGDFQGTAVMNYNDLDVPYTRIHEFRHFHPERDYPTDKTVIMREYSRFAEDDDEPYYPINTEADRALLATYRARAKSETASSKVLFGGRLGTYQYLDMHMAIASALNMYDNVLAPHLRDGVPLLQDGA
Numbers without * were called inactive; u = inconclusive; x = no result given. Unless noted, no stated cut-off is given here; in the data, active means inhibition above about 30%; inactive means the rest. Compounds as they come. Share with any hit: about 4.8%.

SMILES	PrPC TRFRET	Mtb BioA inh	FBA Mtb inh	BoNT-F LC inh	BoNT-A LC inh2	FadD28 FP inh	CCHFV vOTU inh	GDH-TPI counter	Mtb UGM inh
CCC(CC)C(=O)N(C)c1c(C)nc2c(OCc3ccc(OC(F)F)cc3)cccn12	1	0.6	4	-12	-0.7	-9.4	8	0	x
COC(=O)c1nc[nH]c1C(=O)OC	-7	-1.6	0	u	-3.7	-4.6	6	-10	-0.3
O=C(CCSc1ccccc1)NCCSCc1ccco1	1	0.6	-12	-4	0.4	-3.0	-6	4	-1.3
CC(Oc1ccc2ccccc2c1)C(=O)NNC(=S)NC(=O)c1ccco1 (configuration not stated)	2	6.8	0	-4	-0.5	-1.7	8	10	-1.4
Cc1ccsc1C(=O)OCC(=O)NC1CCCC(C)C1C (configuration not stated)	6	0.1	6	1	0.0	x	-16	1	1.9
O=C(CN1CCN(S(=O)(=O)c2ccc(Br)cc2)CC1)N/N=C/c1ccc(Cl)c([N+](=O)[O-])c1	-24	x	1	-7	0.2	-1.5	8	1	1.7
CCn1cc(/C=C/C(=O)NCc2c(C)nn(C)c2C)cn1	4	x	0	-8	-0.9	-2.3	8	-7	2.3
Cc1cccc(CNc2ncnc3ccc(-c4ccccc4Cl)cc23)c1	4	5.7	-3	2	0.3	-7.7	4	-4	1.4
Cc1ccccc1S(=O)(=O)NC(=O)C1(C)CCN1C(=O)CC1CCCCC1 (configuration not stated)	4	-2.2	0	-4	-0.2	-1.9	3	-2	x
O=C(CCCN1C(=O)C2C3C=CC(C3)C2C1=O)N1CCN(c2ccccc2)CC1 (configuration not stated)	12	-0.2	-4	-10	0.5	0.4	7	7	0.5
Cc1cccc(OCCC(=O)Nc2ccccc2C(N)=O)c1	1	-1.3	0	-2	-1.1	-2.3	-8	-4	0.2
O=C(CSC1CS(=O)(=O)c2cc([N+](=O)[O-])ccc21)NNC(=O)c1ccc(Cl)cc1 (configuration not stated)	-9	0.6	9	x	x	0.2	-6	-3	-0.8
C=CCN1C(=O)[C@@H]2Cc3c([nH]c4ccccc34)C(c3ccc(O)cc3)N2C1=S (some centres not stated)	x	-3.3	5	-17	3.3	-1.3	x	0	0.9
CCN(CC)CCn1c2c(c(SCC(=O)Nc3cccc4ccccc34)nc1=O)CCC2	-12	-0.1	4	4	-0.6	-1.7	1	16	1.3
Cc1ccc(-c2noc(C3CCCN(C(=O)c4ccccc4)C3)n2)o1 (configuration not stated)	5	-1.1	5	4	0.9	-1.4	-10	12	1.7
O=C(COC(=O)Cc1ccc(F)cc1)NC1CCCCCC1	7	1.5	2	u	-0.3	-2.8	5	-10	x
COC(=O)c1ccc(COC(=O)c2cc3ccccc3oc2=O)cc1	-8	0.2	0	u	-1.9	-1.2	-3	13	1.6
CCc1c(C)nc(N)nc1N1N=C1SCC#N	-2	2.6	-2	2	1.9	0.2	-8	1	2.7
COc1ccc(C(=O)CSc2nnc(-c3cccs3)n2-c2ccccc2)cc1	-4	-0.8	-1	-3	-0.1	-3.2	5	-8	3.0
CCCn1c(N)c(C(=O)COC(=O)CCS(=O)(=O)c2ccc(C)cc2)c(=O)[nH]c1=O	6	-1.2	4	-2	-3.8	0.9	5	-1	-1.2
COc1ccc(C2CC(O)(C(C)(C)O)NO2)cc1 (configuration not stated)	5	0.3	-2	-9	-0.6	-5.5	5	12	0.4
Cc1ccc(CCNC(=O)c2cc(-c3ccncc3)nc3ccc(S(=O)(=O)N4CCOCC4)cc23)cc1	-3	-4.2	-1	7	-0.6	-1.2	0	4	0.9
Cc1nc2ccc(C(=O)NCc3ccc4c(c3)OCO4)cc2s1	1	x	0	-4	-0.7	0.5	-3	-4	1.0
COc1ccc(C(=O)NCC(=O)N/N=C/c2c(C)[nH]c3ccccc23)cc1OC	0	x	1	u	u	-3.7	4	6	1.6
COC(=O)c1ccc(OCCOc2ccccc2)cc1	9	-0.2	0	-5	0.0	-3.5	5	10	-1.0
Cc1ccc(NC(=O)c2cc(NC(=O)C3CC=CCC3C(=O)O)ccc2N2CCOCC2)cc1Cl (configuration not stated)	8	11	1	-1	-1.8	-3.2	3	0	-0.4
COc1cc(Br)c(CC(=O)NNC(=O)c2ccc(F)cc2)cc1OC	1	-1.1	-1	-8	0.4	-2.5	-4	4	-1.4
CCOC(=O)C1CCCN(C(=O)c2cc3cc(Br)ccc3oc2=O)C1 (configuration not stated)	-3	x	-2	8	0.8	0.3	1	4	0.8
CN1CCN(c2ncnc3sc(-c4ccccc4)cc23)CC1	-13	x	1	-3	-0.6	-1.2	-8	18	3.1
COc1ccc(NC(=O)C2CCCN2C(=O)OCc2ccccc2)c(OC)c1 (configuration not stated)	1	-0.4	1	4	-0.1	-2.2	5	6	x
CCn1c(O)c(N=NC(=O)CNc2cccc(C)c2)c2ccccc21	-10	x	-1	-2	-0.4	-0.5	15	9	-1.7
CCOC(=O)c1[nH]c2ccc(OC)cc2c1NC(=S)N1CCN(c2ccccc2)CC1	0	x	24	-2	0.4	-1.5	-16	6	1.2
CCC(C)C1(C2CCCC2)NC(=O)NC1=O (configuration not stated)	2	-1.4	0	16	0.5	-0.4	9	1	x
CC(=O)N1CCN(S(=O)(=O)c2ccc(C)cc2)C1c1ccc(N(C)C)cc1 (configuration not stated)	4	-2.4	-2	-9	-0.1	-0.4	-67	12	2.4
CN1CCN(C(CNS(=O)(=O)c2ccc(Br)cc2)c2ccc3c(c2)OCO3)CC1 (configuration not stated)	-6	0.2	2	2	2.0	-2.8	-4	8	0.9
O=C(CNc1cc(S(=O)(=O)N2CCCC2)ccc1OCC(F)(F)F)Nc1ccc(SC(F)F)cc1	17	2.0	-1	-11	-0.4	-0.9	17	0	2.1
CCOCCCn1c(=S)[nH]c2cc(C(=O)NCCN(CC)CC)ccc2c1=O	-8	-1.3	2	-2	-1.3	-2.9	2	11	2.0
COc1ccc(N=C2S/C(=C\c3cccs3)C(=O)N2CC(C)C)cc1	-6	-0.8	0	1	0.3	-0.4	7	5	-0.5
CC1(C)NC(=O)N(CCCOc2ccccc2Br)C1=O	-2	-1.6	0	4	1.2	-1.4	-7	5	0.2
O=c1c(CO)cc(CO)cc(CO)c1O	-8	x	-5	x	x	0.1	-2	26	1.7
O=C1NC(=O)C(C2CCCCCC2)C(=O)N1	-10	0.7	0	-5	0.1	-1.6	-2	7	x
CCc1ccc(/C=N/Nc2nn[nH]n2)cc1	3	-1.5	3	10	-0.6	0.5	6	5	2.2
O=C1/C(=C/c2ccc(O)c(O)c2)SC(=S)N1Nc1ccccc1	x	x	-13	-12	9.0	-4.5	x	5	x
CCOc1c(Cl)cc(/C=N/O)cc1OC	1	-0.7	4	-22	1.1	-0.9	0	4	-2.1
NC(=O)C1CCN(Cc2nc3ccccc3c(=O)[nH]2)CC1	4	-1.5	-3	-1	0.0	-3.1	6	6	-0.8
COc1cc(C(=O)N(c2ccc(C)c(C)c2)C2C=CS(=O)(=O)C2)cc(OC)c1OC (configuration not stated)	5	x	0	-7	-0.4	-0.8	-3	-3	-0.2
COc1ccc(/C=C2\CCn3c2nc2ccccc2c3=O)cc1OC	x	-1.8	-1	-26	1.1	2.2	x	9	0.1
COC(=O)c1ccc(/C=N\NC(=O)CC(=O)NCCc2ccccc2)cc1	-1	-0.6	-2	2	0.0	-3.6	8	-2	0.3
CCOC(=O)c1sc(Nc2nc(C)cc(C)n2)nc1C	5	x	-1	u	-22	-1.8	-6	6	2.9
CCCc1cc(=O)oc2cc(C)cc(OCC(=O)N3CCC(C(=O)O)CC3)c12	3	-0.2	97*	-10	-0.7	-0.9	-42	10	-1.8
COc1ccc(-c2nc3ccc(Cl)cn3c2Cc2cccc(Cl)c2)cc1OC	2	24	4	-2	1.6	-9.7	1	x	x
COC(=O)C1=C(C)NC(=O)CC1c1cccc(Cl)c1Cl (configuration not stated)	5	-0.2	-1	-5	-0.8	-3.7	4	6	1.7
Cc1noc(C)c1COc1ccc(C(=O)NNC(=O)c2ccccc2O)cc1	-4	0.0	5	2	0.8	-0.7	2	11	-1.3
CCOc1ccc2[nH]c(=O)c(CN(CCOC)C(=O)N3CCOCC3)cc2c1	1	-0.1	15	-1	0.9	-1.8	-27	6	1.9
O=C(CNC(=O)c1cccnc1)N/N=C/c1cc(Br)c(O)c(Br)c1	-3	1.6	4	15	-3.9	-1.5	0	42*	1.0
Oc1cccc(C(O)CNCc2ccc(OCc3ccc(Cl)cc3Cl)cc2)c1 (configuration not stated)	3	x	2	-17	0.7	-3.0	-4	-5	-2.3
O=C(CCc1nnc(Cc2c[nH]c3ccccc23)o1)NCCC1CCCCO1 (configuration not stated)	-2	-0.7	-1	5	-0.1	-1.1	9	10	x
Cc1cc(C=O)c(C)n1CC1CCCO1 (configuration not stated)	2	-0.2	3	-9	-0.3	1.4	2	14	0.5
CCCCCCCCN1C(=O)[C@H](CC(=O)NCCCOC)C[C@@]2(C(=O)OCC)CCCC=C12	-2	x	x	-6	-0.6	x	27	x	x
COc1ccc(OCC(=O)NC(=S)Nc2ccc3c4c(cccc24)CC3)cc1	9	-1.3	-5	-5	0.7	-3.0	30*	9	-0.7
(cont.)
SMILES	PrPC TRFRET	Mtb BioA inh	FBA Mtb inh	BoNT-F LC inh	BoNT-A LC inh2	FadD28 FP inh	CCHFV vOTU inh	GDH-TPI counter	Mtb UGM inh
Cc1ccc(C)c(NC(=O)c2ccccc2Sc2ccc([N+](=O)[O-])cc2Cl)c1	1	x	-3	-8	0.0	0.4	3	14	-1.1
Cc1cc(C)nc(/N=C(\N)Nc2ccc(F)c([N+](=O)[O-])c2)n1	-19	-0.9	4	13	3.8	-2.2	-9	4	-0.5
Cn1c(=S)n(/N=C/c2ccc3c(c2)OCO3)c2ccccc21	-1	-1.6	-3	9	0.6	-2.6	5	0	3.0
C/C(=N\Nc1ccc(C(=O)O)cc1)c1ccc(Cl)s1	3	-0.4	-1	-8	-1.9	2.6	-5	15	-1.2
O=C(NCc1ccccc1)C1CCN(S(=O)(=O)c2ccc(Cl)cc2)CC1	-2	x	-2	-10	-0.3	-2.7	10	6	-0.6
Cc1ccc(/C=N/NC(=S)N2CCOCC2)cc1	-2	1.2	0	-2	-1.0	-0.9	2	10	-0.8
CCCCNCc1cc(OCC)c(OCC)cc1Br	-9	1.3	3	0	-0.9	-3.7	-6	-7	-0.5
CCCc1cc(=O)n2[nH]c(NCc3ccccc3F)nc2n1	2	0.1	2	-8	-0.8	0.9	-7	-4	-3.5
Cc1cn([C@H]2C[C@H](O)[C@@H](/C=C/C(=O)NCCN3CCCCC3)O2)c(=O)[nH]c1=O	-6	-0.1	0	-5	-0.2	-0.5	-2	x	x
N#Cc1ccc(OCC(=O)Nc2cccc(S(=O)(=O)NC3=NCCCCC3)c2)cc1	-4	x	-3	9	-0.1	-4.3	3	4	-0.8
COc1ccc(S(=O)(=O)N2CCC(C(=O)N3CCc4ccccc4C3)CC2)cc1OC	0	17	5	7	3.6	-0.8	-5	-6	-0.1
CCN(CC1COc2ccccc2O1)C(=S)NC1CC2CCC1C2 (configuration not stated)	7	x	0	1	0.3	-1.3	7	-2	-0.1

A different layout for six compounds above:
molecule,PrPC TRFRET,Mtb BioA inh,FBA Mtb inh,BoNT-F LC inh,BoNT-A LC inh2,FadD28 FP inh,CCHFV vOTU inh,GDH-TPI counter,Mtb UGM inh
Cc1ccc(C)c(NC(=O)c2ccccc2Sc2ccc([N+](=O)[O-])cc2Cl)c1,1,x,-3,-8,0.0,0.4,3,14,-1.1
Cc1cc(C)nc(/N=C(\N)Nc2ccc(F)c([N+](=O)[O-])c2)n1,-19,-0.9,4,13,3.8,-2.2,-9,4,-0.5
Cn1c(=S)n(/N=C/c2ccc3c(c2)OCO3)c2ccccc21,-1,-1.6,-3,9,0.6,-2.6,5,0,3.0
C/C(=N\Nc1ccc(C(=O)O)cc1)c1ccc(Cl)s1,3,-0.4,-1,-8,-1.9,2.6,-5,15,-1.2
O=C(NCc1ccccc1)C1CCN(S(=O)(=O)c2ccc(Cl)cc2)CC1,-2,x,-2,-10,-0.3,-2.7,10,6,-0.6
Cc1ccc(/C=N/NC(=S)N2CCOCC2)cc1,-2,1.2,0,-2,-1.0,-0.9,2,10,-0.8
